From PubChem BioAssay
bCat nuc transl: beta-catenin nuclear translocation modulation. actives 0.3% (n = 190,000). nuclear translocation activity, % at 5 µM. HeLa beta-catenin nuclear translocation, immunofluorescence imaging;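 active = nuclear translocation activity above 50% at 5 µM, with a well cell count of 50 or more; inconclusive = wells under 50 cells across six images, flagged as toxic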;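 also: per-cell ratio of nuclear to cytoplasmic median beta-catenin stain intensity; plate controls were DMSO negative control for no effect and GSK-3 inhibitor IX positive control for full effect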
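test system = HeLa cells, endogenous beta-catenin | dosing = single 5 µM dose plus 0.02–20 µM confirmation series | times = compound treatment 24 h, 37°C, 5% CO2 | technique = beta-catenin immunofluorescence imaging with DAPI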
Insulin prom up: MIN6 insulin promoter up-regulation. AID 1625. MIN6 insulin promoter-GFP reporter, high-content imaging; hits give high values. z-score at 5 µM. actives 0.3% (n = 190,000);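 active = z-score above 3 at 5 µM with at least 500 cells counted in the well; inconclusive = wells under 500 cells, flagged as cytotoxic or low count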
PMI inhibitors: MPI enzyme activity inhibition – biochemical, fluorescence intensity, coupled assay, primary screen (AID 1209); actives 0.42% (n = 190,000); purified PMI enzyme, coupled fluorescence intensity; higher % means a stronger effect; one-dose inhibition, % at 20 µM; IC50 in µM for titrated hits; in the data active = inhibition above about 50%;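 also: plate controls were DMSO vehicle for no effect and wells lacking substrate for full effect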
MT stabilize HCS: microtubule stabilizers in HeLa cells | % tubulin-high responders, % at 10 µM | actives 0.83% (n = 200,000) | HeLa tubulin immunostaining HCS, 24 h; share of cells brighter than vehicle mean+2SD;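 active = plate Z-score above 3 for both tubulin-high and condensed-nucleus cell shares, with cell loss under 80%, at 10 µM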;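 also: anti alpha tubulin signal scored within the nucleus-defined area of each cell; some results filed as inactive read as strong as hits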
Hep lipid drop: hepatic lipid droplet formation modulation | AML12 mouse hepatocytes, oleate lipid droplets, BODIPY imaging | inhibition, % at 6.5 µM | actives 0.4% (n = 240,000) | AID 1656;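 active = lipid droplet intensity inhibited by at least 50%, with more than 500 cells counted; inconclusive = wells with under 300 cells, treated as cytotoxic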
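Material: mouse AML12 hepatocyte cell line, fixed after treatment; Timing: compound with oleate, overnight; Technique: high-content imaging of BODIPY-stained droplets and DAPI nuclei; Probe or stimulus: oleate, 100 µM final; Dosing: compound at 6.5 µM only.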
Dynein cargo inh: blocks dynein driven cargo transport along microtubules; AID 1381; 3617.4 mouse cells, GR-EGFP nuclear translocation imaging; test concentration mostly 20 µM; stimulated with dexamethasone, 1 µM; hits give low values; z-score, hits read low; actives 0.47% (n = 220,000);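 active = plate z-score of nuclear minus cytoplasmic receptor signal below a set negative limit, without overly bright fluorescence or cell loss, cut at about -3.5 in these data, passing the limit was not always enough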;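 also: z-score of nuclear minus cytoplasmic ring GR-EGFP intensity difference per well; some compounds called inactive have numbers as strong as hits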
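Also added – dexamethasone, 1.0 µM final · Buffer or medium – tet-free, stripped-serum medium · Schedule – induction 48 h, compound 1 h, agonist 30 min · Detection – formaldehyde fixation, Hoechst nuclear stain, 10x automated fluorescence imaging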
Myeloid diff MLP: myeloid differentiation induction. ER-HoxA9 myeloid progenitors, lysozyme-GFP differentiation, flow cytometry. calls only at 10 µM. actives 1% (n = 360,000);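 active = normalized GFP-positive differentiation at or above the plate's own cutoff, the solvent-only control mean plus 3 SD; inconclusive = no clear call, values can overlap the other calls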;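 also: cells exposed to compound for four days before flow analysis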
T cell HTS: T cell immune modulators affecting CD8 T cell-vesicle binding; 2C CD8+ T cell-vesicle binding, flow cytometry; hits give low values; calls only at 7 µM; actives 0.068% (n = 330,000);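 active = response, share of CD8 T cells binding vesicles, and their 90th percentile fluorescence all below set limits, cut at about 80% in these data, passing the limit was not always enough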
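material = purified 2C TCR transgenic mouse naive CD8+ T cells | controls = Unloaded micro-vesicles (low), QL9 vesicles with 0.7% DMSO (high) | detection = cytometric PE anti-B7-1 and Alexa647 anti-CD8 signals after 1% paraformaldehyde fixation | incubation = binding step 1.5 h, 37 °C, antibody labelling 20 min, ice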
TNAP activators: stimulation of alkaline phosphatase TNAP activity – biochemical, luminescent, no phosphate acceptor, uHTS, primary screen (AID 1001) | purified TNAP, luminescent activation assay, no phosphate acceptor; higher activation fold means a stronger effect | activation fold at 20 µM; hits with a dose series show EC50 in µM | actives 0.03% (n = 200,000); in the data active = activation fold from about 3, or a potency from the dose series; inactive = the rest, 99 in 100 with activation fold below about 1.6; also: many of its hits are not listed in these tables
Dynein cargo inh cytoplasmic EGFP: also measured in Dynein cargo inh; calls as there; z-score; measured here: cytoplasmic GR-EGFP intensity; hits give high values
Dynein cargo inh nuclear GR-EGFP: second read-out of Dynein cargo inh, no call of its own (marks repeat the call); z-score; measured here: nuclear GR-EGFP intensity;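 lower value marks the stronger effect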
Dynein cargo inh cell count: recorded beside Dynein cargo inh, whose call it bears; z-score; measured here: cell count per field
Insulin prom up cell count: recorded beside Insulin prom up, whose call it bears; cell count; measured here: cytotoxicity, nuclei count;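 total cells summed across four imaged fields per well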
Hep lipid drop cells 6.5 µM: also measured in Hep lipid drop; calls as there; cell count; measured here: cell count, cytotoxicity flag;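 cells counted across two imaged fields per well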
bCat nuc transl cell count 5 µM: also measured in bCat nuc transl; calls as there; cell count; measured here: cell count, cytotoxicity flag
T cell HTS vesicle-bound %: further read-out of T cell HTS, marked with its call; double positive events, %; measured here: CD8+ vesicle-bound cell fraction;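 binding gate set so that unloaded-vesicle control wells show 10% double positive cells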
MT stabilize HCS Hoechst-high %: recorded beside MT stabilize HCS, whose call it bears; % Hoechst-high responders; measured here: nuclear condensation Hoechst responders;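 share of cells brighter than vehicle mean plus two SD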
MT stabilize HCS cytotoxicity %: recorded beside MT stabilize HCS, whose call it bears; toxicity, %; measured here: cytotoxicity by cell density;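 0% = mean cell density of plate MIN control wells and 100% = no cells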
Myeloid diff MLP GFP+ MAC1+ %: also measured in Myeloid diff MLP; calls as there; GFP+ MAC1+ double positive, %; measured here: differentiation confirmed by MAC1 staining
Numbers without * were called inactive; i = inactive; ? = inconclusive; nt = no result given. The order is random, and some 3% of all compounds hit somewhere here.

SMILES	bCat nuc transl	bCat nuc transl cell count 5 µM	Insulin prom up	Insulin prom up cell count	PMI inhibitors	MT stabilize HCS	MT stabilize HCS Hoechst-high %	MT stabilize HCS cytotoxicity %	Hep lipid drop	Hep lipid drop cells 6.5 µM	Dynein cargo inh	Dynein cargo inh cytoplasmic EGFP	Dynein cargo inh nuclear GR-EGFP	Dynein cargo inh cell count	Myeloid diff MLP	Myeloid diff MLP GFP+ MAC1+ %	T cell HTS	T cell HTS vesicle-bound %	TNAP activators
NC1=NC(=O)S/C1=C\c1ccc(O)cc1	-0.9	898	0.19	1302	8%	1.9	3.3	4.6	-5	622	-0.57	-0.18	-0.53	0.97	i	0.3	i	29	0.9
CCN(CC)C(=O)c1cc(Cl)ccn1	-1.0	1042	1.8	1375	25%	1.3	1.9	21	-9	671	2.7	-0.23	2.6	-2.9	i	0.8	i	36	1
O=C(NNS(=O)(=O)c1ccccc1)c1ccc(S(=O)(=O)N2CCCCC2)cc1	-0.6	980	0.11	2352	20%	6.5	2.5	2.3	-7	662	-0.45	-0.29	-0.6	0.47	i	0.5	i	22	1.1
Cn1c(CCN2CCCCCC2)nc2cc(NC(=O)Nc3ccccc3)ccc21	nt	nt	2.5	1361	6%	4.7	4.6	7.9	nt	nt	2.7	0.017	2	-2.2	i	0.6	i	9	1.1
Cc1ccc(Nc2ccc(C(=O)NCCc3ccccc3)cn2)cc1	0.0	1044	0.08	1532	8%	2.5	2.7	2.4	0	647	0.58	-0.22	0.45	0.4	i	0.1	i	14	1.1
Cc1ccc(Cn2ncn(-c3ccccc3)c2=O)cc1	0.6	1496	-0.43	1512	10%	1.5	0.9	0.6	-22	685	0.66	-0.25	0.46	-0.52	i	0.1	i	31	1.1
Cn1nc(NC(=O)C(C)(C)C)c2c(F)cccc21	-1.0	1067	1.1	1470	nt	nt	nt	nt	13	754	1.1	-0.17	0.29	-1.2	i	1.2	i	57	nt
Cn1c(-c2sc(=S)n(-c3ccccc3)c2N)nc2ccccc21	-1.8	1427	-0.03	1703	-4%	2.3	2.1	6.5	nt	nt	1.3	-0.04	1.9	1	i	1.0	i	27	1.4
CC(=O)c1cccc(CN2CCC(CO)(CCCc3ccccc3)CC2)c1	0.9	920	1.3	1314	18%	4.3	2.4	5.6	-7	722	-0.55	-0.2	-0.19	0.56	i	0.1	i	26	1
CC1CCCC(C)N1C(=S)NCc1ccco1 (stereo not drawn)	-0.4	1341	0.55	976	nt	nt	nt	nt	-4	652	-0.086	-0.22	0.33	0.29	i	0.6	i	31	nt
CC1(C)CC(=O)C2=C(C1)NCN(CCCN1CCOCC1)C2	-0.5	1133	0.21	919	8%	nt	nt	nt	nt	nt	nt	nt	nt	nt	i	1.4	i	53	1.1
COC(=O)CCCC1=CC2=C(c3ccccc3)C(=O)C(C)(OC(=O)C3CCCC3)C(=O)C2=CN1c1ccccc1 (stereo not drawn)	-1.4	1184	-0.4	1031	nt	nt	nt	nt	-6	702	-0.69	-0.65	-0.26	0.18	i	0.6	i	53	nt
Cc1nn(C)cc1/C=N/NC(=O)C(C)(C)Oc1ccc(Cl)cc1	-3.8	1241	-0.05	875	-1%	2.8	1.4	9.4	-27	773	0.23	0.64	0.62	-0.27	i	7.5	i	8	1.1
COc1ccccc1C/C(N)=N/OC(=O)c1cccs1	0.1	1498	-0.31	1416	-2%	2.5	2.8	5.4	-1	612	0.27	-0.00018	0.44	0.25	i	0.9	i	9	1.2
COc1ccc(/C=C/C(=O)NNc2cc(=O)n(C)c(=O)n2C)cc1OC	1.1	1288	-1.1	1146	nt	nt	nt	nt	-1	697	-1.6	-0.27	-0.15	1.2	i	0.3	i	48	nt
CNC(=O)NC(=O)C(C)OC(=O)c1c2c(nc3ccccc13)/C(=C/c1cccs1)CC2 (stereo not drawn)	1.2	1107	2.4	1143	3%	8.6	1.6	5.2	13	642	-0.045	0.38	0.037	-0.52	?	nt	i	43	1
O=C(OCc1ccccc1)C1=NNC2C(=O)N(Cc3ccccc3)C(=O)C12 (stereo not drawn)	-1.1	1410	0.9	1401	-6%	2.5	1.1	9.2	-4	613	-0.18	-0.3	0.57	-1.2	i	0.6	i	37	1
O=C(CSc1nnc(-c2cccnc2)n1-c1ccccc1)Nc1ccc2c(c1)OCO2	nt	nt	0.91	1236	8%	1.9	1.9	10	-1	673	-0.043	-0.3	0.14	0.64	i	0.7	i	17	1.1
COCc1nc2ccccc2n1Cc1cccc(C)c1	2.7	1424	0.94	1632	0%	2.5	2.4	0.5	nt	nt	-0.24	-0.21	-0.93	0.0016	i	0.5	i	49	1.1
O=C(O)CCCCCNS(=O)(=O)c1cccc2nsnc12	0.2	1282	-0.79	847	3%	0.9	0.9	5.8	1	800	-0.63	-0.23	-0.22	0.94	i	0.2	i	60	1.1
Cc1cc(NC(=O)CSc2nc3c(cc2C#N)CCCC3)no1	-0.7	573	-0.16	1297	-10%	4.3	3.1	3.9	-3	676	0.55	-0.28	0.45	-0.54	i	0.9	i	45	1.1
CC(C)Cn1c(=O)oc2ccccc21	2.9	1088	0.2	1510	10%	4.1	2.7	3.9	7	672	-0.25	-0.3	-0.053	0.7	i	0.3	i	55	1.1
CCc1c(C#N)c(SCCC(=O)Nc2ccc(OC)cc2)nc2c1C(=O)CC(C)(C)C2	-1.4	1120	-0.29	929	12%	2.7	1.9	5.2	54*	737*	0.67	0.71	0.88	-0.24	i	0.6	i	15	1.1
O=C(COc1ccc(Br)cc1)Nc1ccc(Cc2ccncc2)cc1	-0.8	1168	0.79	1157	3%	4.3	1.5	7.9	6	716	-1	-0.19	-0.43	0.35	i	0.8	i	31	1.2
CCn1ncc(Br)c1C(=O)N(C)C12CC3CC(CC(C3)C1)C2	-2.0	945	-0.35	1440	3%	4.0	3.2	9.6	nt	nt	-0.39	-0.22	0.13	-0.044	i	0.6	i	50	1.1

Overlap with the part before: two entries, followed by the next part.
SMILES	bCat nuc transl	bCat nuc transl cell count 5 µM	Insulin prom up	Insulin prom up cell count	PMI inhibitors	MT stabilize HCS	MT stabilize HCS Hoechst-high %	MT stabilize HCS cytotoxicity %	Hep lipid drop	Hep lipid drop cells 6.5 µM	Dynein cargo inh	Dynein cargo inh cytoplasmic EGFP	Dynein cargo inh nuclear GR-EGFP	Dynein cargo inh cell count	Myeloid diff MLP	Myeloid diff MLP GFP+ MAC1+ %	T cell HTS	T cell HTS vesicle-bound %	TNAP activators
O=C(COc1ccc(Br)cc1)Nc1ccc(Cc2ccncc2)cc1	-0.8	1168	0.79	1157	3%	4.3	1.5	7.9	6	716	-1	-0.19	-0.43	0.35	i	0.8	i	31	1.2
CCn1ncc(Br)c1C(=O)N(C)C12CC3CC(CC(C3)C1)C2	-2.0	945	-0.35	1440	3%	4.0	3.2	9.6	nt	nt	-0.39	-0.22	0.13	-0.044	i	0.6	i	50	1.1
COc1ccc(-c2ccc(SCC(=O)N3c4ccccc4CC3C)nn2)cc1OC (stereo not drawn)	-0.4	1018	-0.4	1781	24%	1.8	1.4	5.7	-1	689	0.029	-0.14	0.35	1.4	i	12	i	34	0.9
COc1ccc(NC(=O)CCCNS(=O)(=O)c2cccs2)cc1	0.0	1039	0.1	1878	8%	2.9	2.3	7.5	-3	647	-1.3	-0.2	-0.2	0.74	i	1.4	i	35	1.1
O=C(c1ccco1)N1CCN(CCOc2ccccc2)CC1	-2.3	1100	nt	nt	nt	nt	nt	nt	18	773	-0.9	-0.24	-0.49	1.2	i	0.4	i	23	nt
Cc1noc2ncnc(Sc3ccc(Br)cc3)c12	-4.5	1161	0.74	1375	3%	4.0	1.8	1.8	0	692	-1.4	0.54	-0.051	0.74	i	0.0	i	19	1.1
CCN(Cc1ccccc1)C(=S)Nc1cc(C(=O)OC)ccc1C(=O)OC	-1.0	539	-0.48	1166	8%	2.1	3.5	6.0	9	700	-0.3	-0.31	-0.48	0.45	i	0.4	i	35	1.1
CCC(C)(C)n1nnnc1C(c1ccc(C)cc1)N1CCN(C(=O)c2ccco2)CC1 (stereo not drawn)	-6.5	639	-0.1	1313	0%	3.7	1.8	3.6	0	712	0.78	-0.23	0.74	0.054	i	2.8	i	43	1.1
COc1ccc(C2CC(c3cccs3)=NN2C(=O)CSc2nncn2C)cc1OC (stereo not drawn)	-0.2	1021	0.84	1220	-15%	7.8	2.4	2.5	-6	715	0.31	-0.19	0.96	-0.97	i	0.3	i	30	1
CN1C(=O)C(=C2CCCCCC2)SC1=S	-2.3	1002	0.43	1013	-3%	3.4	1.5	5.3	nt	nt	0.61	0.25	0.39	-0.74	i	1.0	i	20	1.3
Cc1onc(-c2c(F)cccc2Cl)c1C(=O)OCC(=O)NC(=O)NCC(C)C	-2.2	1061	-0.35	1287	2%	2.1	2.6	4.4	-16	657	0.66	-0.31	0.64	-0.56	i	0.3	i	22	1.1
